# KDM5B inh = KDM5B demethylase inhibition. Q9UGL1. KDM5B demethylase, FDH-coupled NADH fluorescence (FDH is formaldehyde dehydrogenase). Potency, µM (top dose mostly 57.7 µM), for inactives: at the highest dose activity change, negative = inhibition, usual class: inhibitors. 220,000 compounds, 2.6% hits. AID 1347165; active means well fitted inhibition curve with a large enough effect; inconclusive means small, poorly fitted or top-dose-only effect; inactive means no such curve, though single readings can be large or run the other way; further: 0% is about no effect; nearly all actives have a fitted effect of over 70% in size
#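 Compound dilutions met 200 nM (final) KDM5BΔAP for 10 min at room temperature before substrate addition. The substrate mix held 12.5 µM H3K4me3 with cofactors 25 µM α-ketoglutarate and 50 µM Fe²⁺. NADH signal gain over 30 min defined activity.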
# Active calls of the source: *; ? = inconclusive; [ ] = remark or other dose. Potency means the concentration at half of the fitted maximal effect.
smiles	KDM5B inh
O=S(=O)(c1cccs1)N(Cc1ccco1)Cc1cccs1	?
Cn1ncc(N2CCCC(CC(=O)Nc3cccc(F)c3)C2)cc1=O (stereo not given)	-17.0%
COc1cc(CN2CCN(c3ncccc3C#N)CC2CCO)cc(OC)c1 (stereo not given)	?
CCN(CC)C(=O)c1sc2c(c1C)c(=O)n(-c1ccc(OC)cc1OC)c(=O)n2CC(=O)Nc1ccccc1	-21.2%
CCNC(=O)NC(=O)CN(Cc1ccccc1)CC(C)C(=O)OC (stereo not given)	9.0%
Cn1cccc1CNC(=O)C1CC(=O)N(c2n[nH]c3ccccc23)C1 (stereo not given)	-9.1%
O=C(CCCCCn1c(=O)c2sccc2n(Cc2ccccc2Cl)c1=O)NCc1ccc2c(c1)OCO2	-0.3%
O=C(/C=C/c1ccco1)OCC(=O)c1ccccc1	-3.6%
O=C(CNC(=O)Cc1cccc2ccccc12)NCc1ccccc1F	6.4%
CCC(C)(C)NC(=O)C(c1ccc(OC)cc1)N(Cc1ccccc1)C(=O)CCC(=O)Nc1cc(C)on1 (stereo not given)	13.8%
Cc1c(O)nc(SC2CC(=O)N(c3cc(Cl)cc(Cl)c3)C2=O)[nH]c1=O (stereo not given)	-18.9%
NC(=O)c1ccc(NC(=O)CCc2ncc(-c3ccc(F)cc3)o2)cc1	-4.4%
O=C(CC1CCCCC1)NC1CCN(c2cnn(Cc3ccccc3)c(=O)c2)CC1	-6.7%
O=C(NCc1nnc(SCC(=O)N2CCOCC2)o1)c1c(F)cccc1F	-4.1%
CC(=O)c1cccc(NC(=O)CCn2nc(C)c(S(=O)(=O)N3CCCCC3)c2C)c1	-13.6%
O=C(c1cnccn1)N1CCC2(COc3ncccc3[S+](=O)([O-])N2)C1 (stereo not given)	-8.5%[115 µM]
CCC(C)N1C(=O)S/C(=C\c2cn(C)c3ccccc23)C1=O (stereo not given)	-3.1%
CCCC(=O)Nc1ccc(-c2nc3cc(OC)ccc3o2)cc1	298.8%[activator]
O=C(c1ccncc1)N1CC2CCC(C1)N2Cc1ccc(-c2cncnc2)cc1	-1.1%[115 µM]
COc1ccc(Cn2cc(CN3[C@@H](CC(C)C)COc4ccc(Cl)cc4S3(=O)=O)nn2)cc1	20.2%
OCC1CN(Cc2cscn2)CCC12CCN(Cc1ccccc1)CC2 (stereo not given)	20.2%
Cc1cccc(C(C(=O)NCc2nn(C)c3ccc(C)cc23)N(C)C)c1 (stereo not given)	10.0%
O=C1CN(C(=O)c2c(F)cccc2Cl)C(c2ccc(F)cc2)c2cc(Br)ccc2N1 (stereo not given)	-0.2%
O=C(OCC(=O)N1CCOCC1)c1cc(-c2ccc(Cl)s2)nc2ccccc12	?
CCCN(Cc1cc2ccc(C)cc2[nH]c1=O)S(=O)(=O)c1ccccc1	?
CN(C)Cc1nc(SCC(=O)Nc2cccc(F)c2)c2ccccc2n1	18.8%
Cc1cc(NC(=O)c2coc(Br)c2)no1	22.5%
Cn1c(=O)n(Cc2ccccc2)c(=O)c2c1nc(NCc1ccccc1)n2Cc1ccccc1	10.6%
COc1ccc(C)cc1NC(=O)CCS(=O)(=O)c1cc2c3c(c1)CCN3C(=O)CC2	?
CCCSc1nc(=O)c2c(n1C)NC(=O)CC2c1cc(C)ccc1C (stereo not given)	-2.6%

# Reprinted at random: 4 compounds from above.
smiles	KDM5B inh
CCCC(=O)Nc1ccc(-c2nc3cc(OC)ccc3o2)cc1	298.8%[activator]
Cc1cccc(C(C(=O)NCc2nn(C)c3ccc(C)cc23)N(C)C)c1 (stereo not given)	10.0%
O=C(CNC(=O)Cc1cccc2ccccc12)NCc1ccccc1F	6.4%
COc1cc(CN2CCN(c3ncccc3C#N)CC2CCO)cc(OC)c1 (stereo not given)	?

# Structures above containing an NH in an aromatic ring (3):
smiles	KDM5B inh
Cn1cccc1CNC(=O)C1CC(=O)N(c2n[nH]c3ccccc23)C1 (stereo not given)	-9.1%
Cc1c(O)nc(SC2CC(=O)N(c3cc(Cl)cc(Cl)c3)C2=O)[nH]c1=O (stereo not given)	-18.9%
CCCN(Cc1cc2ccc(C)cc2[nH]c1=O)S(=O)(=O)c1ccccc1	?

# Following part
smiles	KDM5B inh
Cc1nn(C(C)C)c(C)c1CNC(=O)c1cn(CCC2CCCCN2)nn1 (stereo not given)	11.5%
CC(=O)Nc1ccc(CNC2(Cc3cc(CC(C)C)on3)COC2)cc1	-13.4%[86.2 µM]
CC(C)N1CCN(C(=O)[C@@]23CCCC[C@H]2N(C)C(=O)CC3)CC1	-1.2%
CC(NC(=O)c1cccc(Nc2nc3ccccc3n3nnnc23)c1)c1ccccc1 (stereo not given)	-70.8%
CCc1ccc(NC(=O)C2=CC(c3ccc4c(c3)OCO4)=NS(=O)(=O)N2C)cc1	-21.4%
CCc1noc(CN2CCC3(CCCN(C4CCOCC4)C3=O)C2)n1 (stereo not given)	-6.4%
O=C(COc1ccccc1)N1CCC2(CC1)SCC(=O)N2c1ccc(Cl)cc1	-9.4%
COc1cc(C(C(=O)NC2CCCC2)N(C(=O)c2snc(C(N)=O)c2N)C2CCCC2)cc(OC)c1OC (stereo not given)	-23.6%
Fc1ccc(CNCc2cccs2)cc1	3.9%
COc1ccc(CNC(=O)CCCn2nc(C)c3c(C)n(-c4ccccc4)nc3c2=O)cc1	-3.6%
O=c1cc(-c2ccccc2)oc2cc(OCc3ccccc3)cc(O)c12	18.4%
COc1ccccc1-c1[nH]nc2ncc(C(=O)NCCN3CCOCC3)nc12	0.5%[86.2 µM]
CCn1cc(CN2CCN(C(=O)c3ccc(OC)nc3)CC2)ccc1=O	?
COc1ccc(/C=C\c2onc(C)c2S(=O)(=O)N2CCC(C(=O)Nc3cccc(OC)c3)CC2)cc1	77.5%[activator]
CC(O)c1cc2n(n1)CCCN(CCn1cc[nH]c1=O)C2 (stereo not given)	?
O=C(NCCc1ccncc1)C1CN(C(=O)c2cc(F)cc(F)c2)CC12CCOCC2 (stereo not given)	-1.3%
COC1CN(c2cccc(F)c2)C12CCN(C(=O)c1cnc(C)cn1)CC2 (stereo not given)	18.7%
COc1ccc(CN2CCc3nc(N4CCOCC4)[nH]c(=O)c3CC2)c(OC)c1OC	21.9%
Cn1nccc1C(=O)N1CCC2(CC1)OC(=O)N(Cc1ccccc1C#N)C2(C)c1ccccc1 (stereo not given)	-25.0%
CCN1CCCCC1C(=O)N1CCC2(CC1)Nc1ccccc1NC2=O (stereo not given)	-21.8%
COc1ccccc1C(=O)Nc1ccc(S(=O)(=O)N2CCCCC2c2cccnc2)cc1 (stereo not given)	13.8%
COc1ccccc1NC(=O)C1=C(C)Nc2nc(SC)nn2C1c1ccccc1Cl (stereo not given)	-3.0%
O=C(Nc1ccc[nH]c1=O)c1cc[n+]([O-])cc1	?
Cc1ccc(N2CCN(C(=O)c3cn(C)c4ccc(S(=O)(=O)N5CCCC5)cc4c3=O)CC2C)cc1 (stereo not given)	-14.4%
CN(C(=O)/C=C/c1ccc(F)cc1)C1CCCCC1	31.1%
CN(C)CCN(Cc1cccc(F)c1)C(=O)c1ccc(S(C)(=O)=O)cc1	0.5%
Cc1cc(-c2ccc(C)c(S(=O)(=O)NCc3cccs3)c2)on1	4.2%
COc1ccc(NC(=O)CCn2nc(-c3ccc(Cl)cc3)c3ccccc3c2=O)cc1C(N)=O	16.7%
CCCN1CCC(NC(=O)Cc2c[nH]c3ccccc23)CC1	-4.7%
COc1ccc(NC(=O)CN(C)CC(=O)Nc2sc3c(c2C#N)CCC3)cc1	-28.6%

# Part of the list above, with the structure last.
KDM5B inh | Molecule
20.2% | COc1ccc(Cn2cc(CN3[C@@H](CC(C)C)COc4ccc(Cl)cc4S3(=O)=O)nn2)cc1
20.2% | OCC1CN(Cc2cscn2)CCC12CCN(Cc1ccccc1)CC2 (stereo not given)
10.0% | Cc1cccc(C(C(=O)NCc2nn(C)c3ccc(C)cc23)N(C)C)c1 (stereo not given)
-0.2% | O=C1CN(C(=O)c2c(F)cccc2Cl)C(c2ccc(F)cc2)c2cc(Br)ccc2N1 (stereo not given)

# The results go on.
smiles	KDM5B inh
Cc1noc(-c2ccc(OC3CN(C(=O)c4cccn4C)C3)cc2)n1	1.3%
NC(=O)CC1C(=O)N(c2ccccc2)C(=S)N1NC(=O)c1ccc(Br)cc1 (stereo not given)	6.4%
CC(C)N1C[C@H](C(=O)NCc2ccc(F)cc2F)[C@H](C(=O)O)C1	13.0%
CCCC1(C2CCN(C(=O)CCCn3cncn3)CC2)NC(=O)NC1=O (stereo not given)	7.3%
CCc1cc(CC)n(-c2nc3c(c(=O)[nH]c(=O)n3C)n2CCOC)n1	14.9%
COc1ccc(N2C(=O)CSC23CCN(C(=O)Nc2ccc(F)cc2F)CC3)cc1	18.3%
FC(F)(F)c1ccc(-c2noc(-c3ncn4c3COC(c3ccccc3Cl)C4)n2)cc1 (stereo not given)	12.4%
Cn1cnc2ccc(-c3ccncc3)nc2c1=O	-18.2%[115 µM]
O=C(CSc1cn(CC(=O)N2CCCC2)c2ccccc12)Nc1ccc(C(F)(F)F)cc1	-20.6%
CC(C)NC(=O)NC[C@H]1O[C@@H](CC(=O)N2CCN(c3ccccc3)CC2)[C@H](O)[C@@H]1O	15.5%[86.2 µM]
Cc1ccc(NC(=O)N2C[C@@H](F)C[C@H]2C(=O)N2CCc3ccccc3C2)cc1	-10.6%
CC(C)C(=O)Nc1ccc(Sc2ccc(Br)cc2)cc1	3.3%

# Look-ups from above.
# KDM5B inh with CC(C)N1C[C@H](C(=O)NCc2ccc(F)cc2F)[C@H](C(=O)O)C1 → 13.0%
# KDM5B inh with Cn1cnc2ccc(-c3ccncc3)nc2c1=O → -18.2%[115 µM]
# KDM5B inh with CC(C)NC(=O)NC[C@H]1O[C@@H](CC(=O)N2CCN(c3ccccc3)CC2)[C@H](O)[C@@H]1O → 15.5%[86.2 µM]
# KDM5B inh with COc1ccc(N2C(=O)CSC23CCN(C(=O)Nc2ccc(F)cc2F)CC3)cc1 → 18.3%
# KDM5B inh with O=C(CSc1cn(CC(=O)N2CCCC2)c2ccccc12)Nc1ccc(C(F)(F)F)cc1 → -20.6%

# Screening data as filed in PubChem.

# Not all compounds are listed; rates above refer to the full screens.
